Bioassay records from PubChem BioAssay.
GSK3 alpha inh: human GSK-3 alpha kinase inhibition. ADP-Glo luminescence, 60 min. inhibition, % at 10 µM. 320,000 tested, 0.1% active. AID 2650;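 in the data active = inhibition above about 50%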;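 note: GST-tagged GSK-3 alpha with peptide substrate and 25 µM ATP; 0% = DMSO neutral wells and 100% = GW8510 positive control wells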
hERG protect: hERG (human) protection from proarrhythmic block. Q12809. CHO-hERG, FluxOR thallium flux, dofetilide IC70 present. activation (rescue from dofetilide block), less the hit threshold, % at 10 µM. 310,000 tested, 0.51% active;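 active = activation above the mean of controls blocked by dofetilide plus 5 SD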;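 note: thallium influx through hERG after potassium depolarization seen as dye fluorescence rise; in these data hits start at about 4.7%; inactives centre near -7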
KCNQ1 block: inhibitors of human KCNQ1 potassium channel. B-score at 10 µM. CHO-K1 KCNQ1, FluxOR thallium flux fluorescence; hits give high values. P51787. AID 2642. 310,000 tested, 1.3% active;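 active = compounds whose thallium flux B-score, printed positive for inhibition, exceeds three library SD while starting fluorescence stays within three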;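 note: channel opened by potassium depolarization with thallium stimulus after 20 min compound exposure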
HDAC3 inhib: inhibitors of human histone deacetylase 3; 320,000 tested, 0.15% active; inhibition, % at 8.3 µM; O15379; recombinant HDAC3, fluorogenic peptide/trypsin coupled, fluorescence; AID 2718; in the data active = inhibition above about 26%, passing the limit was not always enough
RGS4 pot: RGS4 potentiation or activation. B-score at 10 µM. HEK293 M3R/inducible RGS4, carbachol calcium flux Fluo4; hits give low values. 310,000 tested, 0.92% active;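 active = B-score of the integrated calcium signal more than 4 SD below the library mean, with starting fluorescence not abnormally high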;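 note: negative B-score means reduced calcium response which marks RGS4 activation or potentiation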
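System – HEK293 FlpIn-TREx cells, stable M3R, doxycycline-inducible RGS4 · Reagent – ECmax carbachol challenge · Times – compound preincubation 20 min at room temperature before agonist · Technique – Fluo4 fluorescence kinetic imaging of calcium · Measure – B score of integrated Fluo4 ratio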
GSK3B inh: human GSK3beta kinase inhibition | P49841 | GST-GSK3beta kinase, ADP-Glo luminescence, 60 min; hits give low values | activity score (negative = inhibition), % at 10 µM | 300,000 tested, 0.038% active;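 active = more than half of replicate wells score below -50%, meaning over 50% inhibition versus plate controls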;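 note: 0% = median DMSO wells and -100% = median GW8510 positive control wells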
Target sequence (P49841 whole entry, looked up): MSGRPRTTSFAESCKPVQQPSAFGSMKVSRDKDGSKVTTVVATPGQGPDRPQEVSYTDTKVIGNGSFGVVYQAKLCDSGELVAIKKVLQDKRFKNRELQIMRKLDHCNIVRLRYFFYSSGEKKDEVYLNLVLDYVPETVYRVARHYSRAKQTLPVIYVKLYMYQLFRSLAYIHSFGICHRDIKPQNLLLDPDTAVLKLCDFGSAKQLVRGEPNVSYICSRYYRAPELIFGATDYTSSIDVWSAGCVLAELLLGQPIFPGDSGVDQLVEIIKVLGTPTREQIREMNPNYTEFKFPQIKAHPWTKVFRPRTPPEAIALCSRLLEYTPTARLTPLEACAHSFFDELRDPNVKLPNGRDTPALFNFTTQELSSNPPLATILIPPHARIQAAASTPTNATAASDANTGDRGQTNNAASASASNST
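Test system: GST-fused GSK3beta enzyme, cell-free | Quantity: 1.6 ng GST-GSK3beta enzyme per well | Reagent: 25 µM ATP with peptide substrate | Schedule: 60 min enzyme reaction, room temperature | Signal: Luminescent ADP-Glo measurement of ADP formed | Read-out basis: Score relative to plate controls | Control set: DMSO and 20 µM GW8510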
KCNK9 block: blocks the human KCNK9 two-pore domain potassium channel. Q9NPC2. HEK293 KCNK9, FluxOR thallium flux fluorescence; hits give low values. B-score at 10 µM. 310,000 tested, 1.2% active;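 active = ratio B-score over 3 SD below the library mean, with starting fluorescence within 5 SD of its mean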;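 note: negative B-score means less thallium flux so channel inhibition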
KCNQ1 act: human KCNQ1 channel potentiation or activation; P51787; CHO-K1 KCNQ1, thallium flux FluxOR fluorescence; hits give high values; B-score at 10 µM; 310,000 tested, 0.35% active;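 active = fluorescence ratio B-score, a plate-corrected score, at least three library SD, with initial intensity B-score within 5 SD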
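Medium – assay buffer, equal DMSO in all wells · Material – CHO-K1 cell line with stable KCNQ1 potassium channel expression · Signal – kinetic FluxOR thallium fluorescence, 10-s 1-Hz baseline, 110-s post-stimulus read · Compound – single concentration per compound, DMSO matched to controls · Schedule – 37 °C overnight plating, 90-min dark dye load, 20-min compound pretreatment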
PolyA inh: inhibitors of polyadenylation in S. cerevisiae; 300,000 tested, 0.02% active; calls only at 12 µM; S. cerevisiae SKY197-pL101 polyadenylation reporter, beta-gal luminescence; efflux-impaired pdr1/pdr3 knockout yeast; score 100 = 6 SD above DMSO;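 active = lowest replicate activity score at least 50, where 100 means six control SD above control mean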;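 note: yeast exposed to compound for 9 h at 30 °C; higher score means more reporter readthrough which indicates perturbed polyadenylation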
Dyrk1A ADPGlo: Dyrk1A (rat) kinase inhibition; Q63470; ADP-Glo luminescence, NFATc1 peptide; inhibition, % at 12.5 µM; 310,000 tested, 0.43% active; AID 504441; in the data active = inhibition above about 50%;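 note: plate controls were vehicle with enzyme for no effect and no enzyme for full effect; many of its hits are not listed in these tables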
KCNK3 inh: human KCNK3 channel inhibition, primary screen | O14649 | CHO-KCNK3 thallium flux, FluxOR fluorescence; hits give low values | B-score at 10 µM | 340,000 tested, 0.84% active | AID 602410;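 active = B-score under library mean minus 4 SD, starting fluorescence ratio at most library mean plus 5 SD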;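 note: more negative B-score means stronger inhibition of thallium flux through KCNK3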
Target sequence (O14649 whole entry, looked up): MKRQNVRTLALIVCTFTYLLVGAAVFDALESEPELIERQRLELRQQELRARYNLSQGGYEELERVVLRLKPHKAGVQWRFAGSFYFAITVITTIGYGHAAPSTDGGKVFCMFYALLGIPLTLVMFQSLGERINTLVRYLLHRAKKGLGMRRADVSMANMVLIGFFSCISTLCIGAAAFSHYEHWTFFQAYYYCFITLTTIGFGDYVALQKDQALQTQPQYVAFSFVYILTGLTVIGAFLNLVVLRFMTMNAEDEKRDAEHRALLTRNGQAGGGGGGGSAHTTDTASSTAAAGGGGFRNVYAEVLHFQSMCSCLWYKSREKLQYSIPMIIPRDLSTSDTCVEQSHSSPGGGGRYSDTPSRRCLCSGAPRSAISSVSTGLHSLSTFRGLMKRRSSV
* marks the source's active call; other numbers are inactive results; i = inactive; . = no result given. A portion of the library; the hit share may differ from the screen's.

Screens in order – GSK3 alpha inh | hERG protect | KCNQ1 block | HDAC3 inhib | RGS4 pot | GSK3B inh | KCNK9 block | KCNQ1 act | PolyA inh | Dyrk1A ADPGlo | KCNK3 inh
> COc1ccc(NS(=O)(=O)c2cccc(C(=O)NNC(=O)CNC(=O)c3ccccc3F)c2)cc1
→ 0.8 | -6.8 | i | -6.5 | i | 5.6 | i | i | i | 0.8 | i
> CC1CCCN(C(=O)c2nn(C)c3c2CSc2ccccc2-3)C1 (centres undefined)
→ -0.1 | -14.3 | i | . | i | 0.5 | i | i | i | -0.8 | i
> Cn1c(N)c(C(=O)COC(=O)C2CC(=O)N(Cc3ccccc3)C2)c(=O)n(C)c1=O (centres undefined)
→ 2.3 | -18.3 | 6* | -4.2 | i | -0.9 | i | i | i | 4.9 | i
> Cc1cccc(-n2nnnc2SCC(=O)NCC2CCCO2)c1 (centres undefined)
→ 0.5 | -8.5 | i | -3.5 | i | 2.4 | i | i | i | 4.6 | i
> CC(C)(C)OC(=O)C(C)(C)O/N=C(\C(=O)O)c1csc(N)n1
→ -0.3 | -0.7 | i | -2.9 | i | 1.5 | i | i | i | -5.6 | i
> COC(=O)/C=c1\[nH]c2nnc(C)n2c1=O
→ -0.8 | -4.7 | i | -11.5 | i | -0.2 | i | i | i | 0.7 | i
> O=C(OCC(=O)N1CCN(C(=O)c2ccco2)CC1)c1ccccc1OCc1ccc(Cl)cc1
→ -0.4 | -19.1 | i | 9.9 | i | -0.6 | i | i | i | 1.6 | i
> O=C(O)CCC(=O)NNC(=O)COc1cccc(Cl)c1
→ 1.8 | -4.5 | i | -0.9 | i | 0.0 | i | i | i | -2.8 | i
> Cc1nnc(Sc2nc3c(c(=O)[nH]c(=O)n3C)n2Cc2ccccc2)s1
→ 0.2 | -8.8 | i | . | i | 5.0 | i | i | i | 3.7 | i
> CCOC(=O)c1cc(C(=O)Nc2sc3c(c2C#N)CCCC3)nn1C
→ 1.3 | -7.6 | i | 7.3 | i | 0.3 | i | i | i | -1.8 | i
> CC(C)(C)OC(=O)NC(Cc1ccccc1)C(=O)NC(CSC1CCCCO1)C(=O)NN (centres undefined)
→ -2.2 | -2.4 | i | -4.3 | i | 0.4 | i | i | i | -1.3 | i
> COC(=O)c1ccc2c(=O)[nH]c(CSc3nc(C)cs3)nc2c1
→ 7.5 | 0.4 | i | -1.8 | i | 0.7 | i | i | i | 10.7 | i
> Cc1cccc(C)c1NC(=O)/C(C#N)=C/c1ccsc1
→ 0.9 | -5.2 | i | 0.0 | i | -0.2 | i | i | i | 4.5 | i
> CC12CCC(O)CC1=CCC1C2CCC2(C)C1CCC21CCC(=O)O1 (centres undefined)
→ -1.7 | -5.7 | i | -0.1 | i | 1.6 | i | i | i | -9.9 | i
> Cc1ccccc1CN1CCN(C(C)C(=O)NCc2ccccc2)CC1 (centres undefined)
→ -4.3 | -6.1 | i | -5.9 | i | 2.6 | i | i | i | -4.7 | i
> CCN(CC)C(=O)C(Sc1ccccc1)c1ccccc1 (centres undefined)
→ -1.4 | -4.9 | i | 6.9 | i | -2.7 | i | i | i | -9.0 | i
> Cc1nc(CC(=O)N/N=C/c2ccc(OCC(=O)O)cc2)cs1
→ 4.3 | -15.7 | i | 10.0 | i | -5.8 | i | i | i | -7.5 | i
> CC1(C)ON(C2CCCCC2)[C@H]2c3nc4ccccc4n3C[C@H]21
→ -1.4 | -3.4 | i | -1.8 | i | 2.8 | i | i | i | 2.7 | i
> CC1C(=O)Nc2ccc(S(=O)(=O)NCc3ccc(Cl)cc3)cc2NC1=O (centres undefined)
→ 4.4 | -6.5 | i | 2.2 | i | -3.9 | i | i | i | 8.1 | i
> CCOC(=O)CC(NC(C)=O)c1ccc([N+](=O)[O-])cc1 (centres undefined)
→ 1.4 | -4.0 | i | -2.8 | i | -0.6 | i | i | i | 1.1 | i

Looked up by structure from the entries so far (2):
Screens in order – GSK3 alpha inh | hERG protect | KCNQ1 block | HDAC3 inhib | RGS4 pot | GSK3B inh | KCNK9 block | KCNQ1 act | PolyA inh | Dyrk1A ADPGlo | KCNK3 inh
> CCN(CC)C(=O)C(Sc1ccccc1)c1ccccc1 (centres undefined)
→ -1.4 | -4.9 | i | 6.9 | i | -2.7 | i | i | i | -9.0 | i
> O=C(OCC(=O)N1CCN(C(=O)c2ccco2)CC1)c1ccccc1OCc1ccc(Cl)cc1
→ -0.4 | -19.1 | i | 9.9 | i | -0.6 | i | i | i | 1.6 | i

Next part
Screens in order – GSK3 alpha inh | hERG protect | KCNQ1 block | HDAC3 inhib | RGS4 pot | GSK3B inh | KCNK9 block | KCNQ1 act | PolyA inh | Dyrk1A ADPGlo | KCNK3 inh
> CCC(C)[C@H]1CNCCN1CCCc1cc(OC)c(OC)c(OC)c1 (some centres undefined)
→ -2.4 | -3.5 | i | 9.9 | i | -2.6 | i | i | i | 5.2 | i
> O=C(CCSCCC(=O)NCc1cccs1)NCc1cccs1
→ -1.0 | -4.3 | i | -1.1 | i | 1.3 | i | i | i | 19.2 | i
> CC(=O)CCc1c(C)c2cc(C)ccc2[nH]c1=O
→ -3.2 | -7.9 | i | 0.0 | i | 1.4 | i | i | i | 6.0 | i
> CCn1c(SC(=O)NC2CCCCC2)nnc1-c1cccs1
→ -1.0 | -10.4 | i | -18.2 | i | 1.0 | i | i | i | 4.4 | i
> CCOC(=O)CSc1nc(-c2ccccc2)nc2ccc(F)cc12
→ -2.0 | -4.5 | i | 5.6 | i | -1.5 | i | i | i | -4.2 | i
> COc1ccc(NC(=O)c2cc3c(-c4ccc(OC)c(OC)c4)nn(C)c3s2)cc1OC
→ 0.5 | -32.2 | i | 11.9 | i | -4.5 | i | i | i | 2.4 | i
> C=CCSc1nnc2c(n1)-c1cccc3cccc-2c13
→ 0.4 | -15.0 | i | 1.4 | i | -0.7 | i | i | i | 11.6 | i
> CSCC(=O)N1CCC(n2nccc2NC(=O)c2ccc3c(c2)OCO3)CC1
→ -1.9 | -8.3 | i | -5.8 | i | 0.2 | i | i | i | 1.0 | i
> O=C(O)CCc1ccc(-c2ccc(Br)cc2)n1NC(=O)c1ccc([N+](=O)[O-])cc1
→ 3.7 | -1.2 | i | 8.3 | i | -3.7 | i | i | i | 13.9 | i
> CN(C)C(=O)c1ccc(NC(=O)c2sccc2-c2ccccc2)cc1
→ -1.7 | -8.9 | i | -10.4 | i | 1.0 | i | i | i | -3.8 | i
> CCn1c(=O)c([N+](=O)[O-])c(NCCc2ccccc2)c2ccccc21
→ -1.6 | -7.0 | i | 3.8 | i | -0.4 | i | i | i | 0.7 | i
> CCOC(=O)c1nnn(CC(=O)NC(=O)Nc2ccccc2)c1C(=O)OCC
→ -1.9 | -7.0 | i | 7.5 | i | -0.7 | i | i | i | 5.2 | i
> CC1=NN(C(N)=S)C(=O)C1N=Nc1ccccc1O (centres undefined)
→ -0.9 | -1.6 | i | -3.7 | i | 9.3 | i | i | i | . | i
> Cc1nnc(SCC(=O)NC(C)(C)C)n1NCc1cccc(Br)c1
→ -0.7 | -10.1 | i | -1.4 | i | -1.1 | i | i | i | 2.1 | i
> COc1ccc(C(=O)COC(=O)COc2ccc(C)c(C)c2)cc1
→ . | -6.2 | i | . | i | 1.2 | i | i | i | 46.6 | i
> CCS(=O)(=O)N1CCN(Cc2ccccc2OC)CC1
→ 0.3 | -7.1 | i | . | i | 2.0 | i | i | i | -6.7 | i
> Cc1cccc(N2CCN(C(=O)C3CCN(S(=O)(=O)c4cnc[nH]4)CC3)CC2)c1C
→ -1.1 | -2.9 | i | 1.8 | i | -0.9 | i | i | i | -2.0 | i
> C=CCn1c(C)csc1=Nc1ccccc1C
→ 0.9 | -3.6 | i | -1.1 | i | 0.7 | i | i | i | -3.9 | i
> N#Cc1ccc(OCC(O)CS(=O)(=O)c2ccccc2)cc1 (centres undefined)
→ -0.1 | -5.7 | i | 1.8 | i | 3.3 | i | i | i | 3.3 | i
> Cc1cc2cc(C)c(NCCNC(=O)c3ccccc3Cl)nc2cc1C
→ . | -4.9 | i | -5.5 | i | -9.7 | i | i | i | 7.8 | i

Next structures:
Screens in order – GSK3 alpha inh | hERG protect | KCNQ1 block | HDAC3 inhib | RGS4 pot | GSK3B inh | KCNK9 block | KCNQ1 act | PolyA inh | Dyrk1A ADPGlo | KCNK3 inh
> Cc1onc(-c2ccccc2)c1C(=O)N=C(N)c1ccc(C(F)(F)F)cc1
→ -2.2 | -4.6 | i | 1.3 | i | 0.2 | i | i | i | 1.1 | i
> Cc1nc(-c2ccc(Cl)cc2)sc1C1(C)CC(c2ccc(C#N)cc2)=NO1 (centres undefined)
→ -3.7 | -12.0 | i | -0.8 | i | -0.1 | i | i | i | -3.0 | i
> Nn1c(COc2ccccc2F)nnc1SCC(=O)NC1CC1
→ . | -3.6 | i | . | i | 4.8 | i | i | i | 17.8 | i
> CC1CN(Cc2ccc(C#N)cc2Cl)CC(C)O1 (centres undefined)
→ . | -3.0 | i | 7.1 | i | -21.9 | i | i | i | 1.7 | i
> Cc1ccc(/C=N/NC(=O)Cc2c[nH]c3ccccc23)c(C)c1
→ -0.3 | -6.7 | i | 6.1 | i | 0.6 | i | i | i | 5.7 | i
> CC(=O)Nc1ncc(Cc2ccc(Cl)cc2Cl)s1
→ -0.1 | -14.9 | i | 0.8 | i | -1.7 | i | i | i | 0.8 | i
> Cc1onc(-c2ccccc2)c1C(=O)Nc1ccon1
→ -0.3 | -10.8 | i | -1.7 | i | -1.2 | i | i | i | 4.4 | i
> O=C(COc1ccccc1F)NCC(c1ccco1)N1CCCC1 (centres undefined)
→ -1.2 | -7.8 | i | -0.9 | i | 1.9 | i | i | i | 1.7 | i
> N#C/C(=C\Nc1ccc2c(c1)OCCO2)c1nc(-c2ccccc2)cs1
→ 11.1 | -3.0 | i | -0.3 | i | -7.3 | i | i | i | -1.3 | i
> CCOC(=O)c1ccc(NC(=O)C2=C(C)Nc3nc(CCCO)nn3C2c2cccc(C)c2)cc1 (centres undefined)
→ . | -11.4 | i | -4.4 | i | -1.2 | i | i | i | 6.2 | i
> CCc1ccc(-c2cc(N)n(-c3ccccc3)n2)cc1
→ . | -9.6 | i | . | i | 0.4 | i | i | i | -4.0 | i
> CCCCc1ccc(-c2c(C#N)c(N)nc3c2CCCC3)s1
→ -0.3 | -8.5 | i | -3.5 | i | -3.7 | i | i | i | 5.4 | i
> O=C(c1cc2cccc([N+](=O)[O-])c2oc1=O)N1CCOCC1
→ -2.2 | -3.5 | i | 0.6 | i | -5.9 | i | i | i | -0.5 | i
